Akt phos inh: Akt phosphorylation inhibition; Neuro2A IGF-stimulated pAkt S473 HTRF, 20 min; hits give low values; activity change, % for hits at 50 µM; 0.32% of 360,000 active; AID 651550; in the data active means activity change below about -80%; inconclusive means mostly about -51% to -80%; further: on the % scale 0 is the no-effect control and ±100 the full control effect
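Neuro2A cells in DMEM with 0.5% FBS, overnight at 37 deg C, given compound at single 50 µM final, then IGF (6 nM final) for 20 min at 37 deg C. Lysed; phospho-Akt Ser473 by HTRF after 24 h, 665/615 ratio.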
DRD3 agonist: D3 dopamine receptor (human) agonism; AID 652048; D3R DiscoveRx beta-arrestin cells, luminescence, 90 min; 0.58% of 410,000 active; max activation, %; P35462; in the data active means max activation above about 30%; further: 0% is about no effect; mostly tested at two doses, the higher about 12 µM
Target sequence (P35462 whole entry, looked up): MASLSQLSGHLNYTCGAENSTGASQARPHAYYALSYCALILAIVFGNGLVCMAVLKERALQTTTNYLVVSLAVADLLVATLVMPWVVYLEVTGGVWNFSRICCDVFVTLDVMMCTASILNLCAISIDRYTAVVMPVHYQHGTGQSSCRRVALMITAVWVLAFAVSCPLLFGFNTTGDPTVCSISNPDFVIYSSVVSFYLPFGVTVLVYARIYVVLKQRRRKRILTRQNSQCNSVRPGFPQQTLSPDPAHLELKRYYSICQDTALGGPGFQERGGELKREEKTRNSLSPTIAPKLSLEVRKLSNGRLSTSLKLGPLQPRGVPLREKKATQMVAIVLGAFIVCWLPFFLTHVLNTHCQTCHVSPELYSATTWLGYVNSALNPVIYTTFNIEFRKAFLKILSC
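Cells at 1500/well, incubated overnight, then treated with pinned compounds (dopamine as control) for 90 min at 37 degrees C. DiscoveRx reagent added for 30 - 60 minutes at room temperature; luminescence read.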
PTHR1 ag: agonists of human PTHR1 parathyroid hormone receptor; AID 743266; 0.075% of 410,000 active; Potency, µM (titrated, usually from 115 µM), for inactives: at the top dose activation, usual class: activators; HEK293 GP2 PTHR1 cells, GloSensor cAMP luminescence, 1 h; further: potency means the concentration at half of the fitted maximal effect; nearly all actives have a fitted effect of over 55% in size; some results filed as inactive show a strong effect at the top dose; inactives centre near -15; many of its hits are not listed in these tables
Target sequence (Q03431 whole entry, looked up): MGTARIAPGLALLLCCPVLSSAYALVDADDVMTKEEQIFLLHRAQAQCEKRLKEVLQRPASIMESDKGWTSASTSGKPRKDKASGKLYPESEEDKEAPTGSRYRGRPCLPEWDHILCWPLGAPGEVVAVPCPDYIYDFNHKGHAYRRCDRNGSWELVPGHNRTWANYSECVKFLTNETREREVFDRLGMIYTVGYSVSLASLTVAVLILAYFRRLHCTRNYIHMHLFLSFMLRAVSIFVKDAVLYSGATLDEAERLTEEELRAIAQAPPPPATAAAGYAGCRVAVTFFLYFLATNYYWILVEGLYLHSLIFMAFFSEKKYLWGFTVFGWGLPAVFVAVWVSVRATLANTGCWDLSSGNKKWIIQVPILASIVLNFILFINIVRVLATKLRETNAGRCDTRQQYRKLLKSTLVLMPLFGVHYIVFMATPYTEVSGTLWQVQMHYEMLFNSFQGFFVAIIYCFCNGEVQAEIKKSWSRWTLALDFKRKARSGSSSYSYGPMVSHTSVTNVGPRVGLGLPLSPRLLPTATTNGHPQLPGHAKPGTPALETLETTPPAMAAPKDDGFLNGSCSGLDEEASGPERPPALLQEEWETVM
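HEK-293-derived GP2 cells expressing PTHR1 and a GloSensor cAMP reporter, 3,000/well, plated overnight, given luciferin plus IBMX (each 0.5 mM as added) for 1 h at 37 °C, then compound for 1 h at 37 °C. Luminescence was read after 15 min at room temperature.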
Mm-Cpn inhibitor: blocks the Methanococcus maripaludis chaperonin Mm-Cpn; Potency, µM (series often up to 76.9 µM), for the others: top-dose activity, negative = inhibition, most hits filed as inhibitors; AID 504842; purified Mm-Cpn ATPase, ADP Transcreener TR-FRET; 0.031% of 330,000 active; further: potency means the concentration at half of the fitted maximal effect; on the % scale 0 is the no-effect control and ±100 the full control effect; nearly all actives have a fitted effect of over 80% in size
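Reaction buffer contained 30 mM Tris pH 7.4, 100 mM KCl, 5 mM MgCl2 and 1 mM DTT. Mm-CPN (25 nM final) hydrolysed 10 uM ATP over 30 min at 37°C; ADP was read by HTRF.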
EPAC2 antag: antagonists of human EPAC2. AID 720708. EPAC2 GEF exchange of Rap1B-BODIPY-GDP, fluorescence. 0.18% of 360,000 active. Q8WZA2. Potency, µM (series often up to 114 µM), without a hit: at the highest dose activity, negative = inhibition, usual class: inhibitors; further: potency means the concentration at half of the fitted maximal effect; on the % scale 0 is the no-effect control and ±100 the full control effect; nearly all actives have a fitted effect of over 45% in size; many of its hits are not listed in these tables
DRD3 antagonist: antagonists of human D3 dopamine receptor; P35462; D3R cells, DiscoveRx beta-arrestin luminescence, antagonist mode; hits give low values; max response, negative = inhibition, %; 2.5% of 360,000 active; AID 652054; in the data active means max response below about -50%; inconclusive means no clear call, values can overlap the other calls; further: on the % scale 0 is the no-effect control and ±100 the full control effect; mostly tested at two doses, the higher about 12 µM
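Cells expressing the human receptor were seeded at 1500 cells/well, incubated overnight at 37 degrees C in 5% CO2, then exposed to library compounds with dopamine controls for 90 minutes at 37 degrees C before luminescent detection.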
EPAC2 ag: agonists of human EPAC2 (RAPGEF4) | EPAC2 activation, biochemical qHTS; response scale: 100% = 6.5 mM cAMP response | Potency, µM (top dose mostly 154 µM), without a hit: top-dose activation, hits mostly activators | 0.079% of 360,000 active; further: potency means the concentration at half of the fitted maximal effect; nearly all actives have a fitted effect of over 50% in size
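Fluorescence exchange assay: 100 nM EPAC2 with 250 nM RAP1B-BODIPY-GDP and 50 uM GDP; compounds tested as a concentration-titration series (qHTS). Loss of Rap1-bound BODIPY-GDP fluorescence read at 480/540 nm; data normalized to 6.5 mM cAMP.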
CCT modulator: cytosolic chaperonin activity modulation; activity change, % (test concentration not listed), hits read low; purified chaperonin ATPase assay, HTRF ADP detection, 30 min; AID 651819; 0.3% of 360,000 active; in the data active means activity change below about -30%; further: on the % scale 0 is the no-effect control and ±100 the full control effect
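TRiC at 40 or 20 nM final (batch-dependent) in 30 mM Tris pH 7.4, 100 mM KCl, 5 mM MgCl2, 1 mM DTT, with compound at single 76 uM and 10 uM ATP, 30 min at 37 deg C. ADP detected by HTRF Transcreener, 665/615 ratio.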
Active calls of the source: *; i = inactive; ? = inconclusive; . = not tested or not shown; [ ] = another dose, or the depositor's remark. Unless noted, the call rests on the fitted dose curve; in most records, active means well fitted curve in the direction sought with a large enough effect; inconclusive means small, poorly fitted or top-dose-only effect, or another doubt; inactive means no such curve, though single readings can be large; an effect the other way counts as inactive or inconclusive. Some of the compounds tested. The share of hits here may be higher or lower than overall.

SMILES	Akt phos inh	DRD3 agonist	PTHR1 ag	Mm-Cpn inhibitor	EPAC2 antag	DRD3 antagonist	EPAC2 ag	CCT modulator
O=C(Nc1nnc(-c2ccc3c(c2)OCCO3)o1)c1ccc(Cc2ccccc2)cc1	i	7	-8%	-1%	-24%	-14	4%	-2.7
c1ccc(-c2onc3cc4c(cc23)OCCO4)cc1	i	3	i	-2%	-9%	-28	21%	1.3
O=C(CN1CCCCCC1)N1c2ccccc2C=Cc2ccccc21	i	0	9%[57.5 µM]	-2%	5%	?	3%	0.8
CC(NC(=O)CCCc1nnc2n(C)c(=O)c3sccc3n12)c1ccccc1 (stereo not given)	i	-3	i	-1%	3%	-13	5%	-1.2
CCC(C)(C)N1CC(=O)N(Cc2ccccc2)C(c2ccc(OC)cc2)C1=O (stereo not given)	i	1	-4%	-1%	9%	-52*	-11%	-1.3
CCC(=O)c1ccc(OCC(=O)Nc2ccccc2N2CCCCC2)cc1	i	-5	i	2%	3%	-14	0%	-0.5
C=CCOc1ccc(/C=N/NC(=O)CN2CCOCC2)cc1OCC	i	5	i	0%	21%	2	-2%	-3.0
CCCC(=O)Nc1nc(C(=O)OCC)cs1	i	-15	-11%[57.5 µM]	2%	-8%	-15	4%	1.1
COc1ccc(C2CCCN2C(=S)Nc2cccc(Cl)c2C)cc1OC (stereo not given)	i	4	-4%	4%	4%	-3	16%	1.1
CC1CCCCC12NC(=O)N(CC(=O)NNC(=O)c1ccc(Br)cc1)C2=O (stereo not given)	i	0	i	1%	-2%	-8	9%	-1.7
O=C1C(Cl)=C(N2CCOCC2)C(=O)N1CCc1ccccc1	i	2	-17%	1%	1%	-28	0%	0.9
CCN(CC)Cc1oc(-c2ccccc2)cc1C(=O)O	i	-27	-23%	-4%	3%	-16	14%	-1.7
COc1ccc(/C(C)=N/NC(=O)c2ccncc2)cc1	i	3	-13%	2%	5%	0	1%	0.3
NS(=O)(=O)c1ccc(CNC(=O)C2CCCCC2)cc1	i	5	i	-1%	6%	-9	1%	-1.1
O=C(N/N=C\c1ccc(OC(=O)c2cccs2)cc1)c1ccc(Cl)cc1	i	4	i	3%	-1%	22	7%	-0.7
Cc1nnc(NC(=O)CSc2nnc(CNC(=O)c3ccc(F)cc3)o2)s1	i	0	25%	-3%	-14%	-7	11%	-3.2
Cc1cccc(C(=O)Nc2cccc(C(=O)NC3CCCC3)c2)c1	i	-3	-11%	0%	1%	2	13%	-1.5
COc1ccc(N2CCN(S(=O)(=O)CCNC(=O)/C=C/c3ccc4c(c3)OCO4)CC2)cc1	i	-4	-10%	1%	-5%	25	10%	-6.0
CCN1CCN(C(c2cc(OC)c(OC)c(OC)c2)c2nnnn2C(C)C)CC1 (stereo not given)	i	-7	i	-1%	4%	16	4%	-2.8
Cn1c(=O)c(-c2ccccc2)nn2c3ccccc3nc12	i	1	-32%[inhibitor]	-1%	-2%	3	1%	0.3
Nc1nc(Sc2ncccc2[N+](=O)[O-])n[nH]1	i	-3	-12%	-5%	6%	2	10%	-1.6
O=C(/C=C/[C@H]1O[C@@H](n2cnc3c(NC(=O)c4ccccc4)ncnc32)[C@H](O)[C@@H]1O)NCc1cccc2ccccc12	i	-1	-18%	.	8%	-6	8%	-0.6
Cc1ccc(-c2nc(CN3CCCCC3)cc(CN3CCCCC3)c2O)cc1	i	-15	i	-5%	10%	-55*	7%	0.0
O=c1[nH]c(/C=C/c2ccccc2[N+](=O)[O-])nc2ccccc12	i	-6	8%	1%	0%	0	6%	-1.7
Fc1ccc(NCc2cn3ccccc3n2)cc1	i	-6	-22%[57.5 µM]	2%	0%	-12	11%	0.3

(listing goes on)
SMILES	Akt phos inh	DRD3 agonist	PTHR1 ag	Mm-Cpn inhibitor	EPAC2 antag	DRD3 antagonist	EPAC2 ag	CCT modulator
CN(C)S(=O)(=O)c1ccc(C(=O)NCc2ccc3[nH]c4c(c3c2)CCCC4)cc1	i	2	-9%	0%	-11%	14	6%	-1.6
CCCSc1nnc(-c2cccc(S(=O)(=O)N(C)C)c2)n1-c1cc(OC)ccc1OC	i	1	i	-4%	-5%	16	13%	0.5
O=C(CSc1ncc(C(F)(F)F)cc1Cl)N1CCN(S(=O)(=O)c2ccc3ccccc3c2)CC1	.	-1	-5%[57.5 µM]	-2%	-2%	10	8%	0.2
Cc1ccc(S(=O)(=O)N/N=C\c2ccc([N+](=O)[O-])o2)cc1	.	-11	i	?	-3%	-13	-10%	-4.1
Cc1cc2n(n1)C(c1ccccc1)Nc1ccccc1-2 (stereo not given)	i	1	-8%[57.5 µM]	0%	-6%	3	11%	-4.3
COc1ccc(F)cc1CN1CCN(CC(=O)Nc2ccccc2C(=O)NC2CC2)CC1	i	-11	-25%	0%	-5%	-9	7%	-1.3
Cc1noc(C)c1S(=O)(=O)Nc1ccccc1N1CCOCC1	i	0	-18%	-1%	5%	10	4%	1.5
CC(C)Cn1c(SCC(=O)Nc2ncccn2)nc2ccccc21	i	4	?	1%	-23%	-14	12%	0.1
CC(C)OP(=O)(OC(C)C)C(NC(=O)c1ccccc1Br)C(N)=O (stereo not given)	i	-7	i	1%	14%	3	-1%	2.3
O=C(Oc1ccc(/C=N/O)cc1)c1ccccc1Cl	i	0	-4%	-7%	-21%[57.1 µM]	1	23%	1.4
COc1ccc(CNC(=O)CN(C(=O)c2csnn2)c2cnc3ccccc3c2)cc1	i	8	i	0%	2%	4	8%	0.1
O=C(CNC(=O)c1cccs1)NCCN1CCN(c2ccccc2F)CC1	i	-11	i	0%	5%	-52*	10%	-3.5
Cc1ccc(-n2nc(-c3ccc(OC(F)(F)F)cc3)cc2N)cc1C	i	2	-21%	2%	-17%	19	-1%	2.7
COc1cc2ccccc2cc1C(=O)N1CCCC1	i	11	i	-1%	2%	-8	5%	0.4
Cc1ccc(C)c(NC(=S)NNC(=O)c2sccc2C)c1	.	3	-27%[57.5 µM]	1%	14%	32	7%	0.4
CN(Cc1ccccc1)C(=O)CCc1ccccc1	i	6	-22%	-5%	-2%	0	-2%	-1.9
C#CCOCCOCCOCCNc1nc(N2CCN(C(=O)[C@H](CCC(=O)O)n3cc([C@@H](N)[C@H](C)CC)nn3)CC2)nc(N2CCN(C(=O)[C@H](CCCCN)n3cc([C@@H](N)CC(N)=O)nn3)CC2)n1	i	10	-2%	0%	11%	-5	-1%	-1.2
O=C(CC1(O)C(=O)N(Cc2ccccc2)c2ccccc21)c1ccc2c(c1)OCO2 (stereo not given)	i	2	-21%	0%	-6%	8	7%	1.4
O=C(CN(C(=O)c1ccccc1Cl)N1C(=O)C2C3C=CC(C3)C2C1=O)c1cccs1 (stereo not given)	i	-7	-29%	1%	8%	10	2%	0.7
O=C(Nc1cccc(S(=O)(=O)NCc2ccco2)c1)c1cc(-c2ccc(F)cc2)nc2ccccc12	i	2	i	-12%	11%	25	4%	0.0
CCOC(=O)c1ccccc1NC(=O)c1cn(-c2ccc(C)c(C)c2)c(=O)c2ccccc12	i	2	-20%	-12%	-10%	12	5%	-1.2
CC(=O)Nc1nnc([N+](=O)[O-])s1	i	-1	-1%	.	-3%	-12	13%	-2.9
CC(C)(O)CNC(=O)C(Cc1ccccc1)N1C(=O)c2ccccc2C1=O (stereo not given)	i	4	i	3%	-10%	1	5%	0.7
O=C(NCCNC(=O)c1ccccc1)c1ccccc1	i	0	-8%	0%	1%	-1	11%	-1.3
CCn1nc(NC(=O)Cc2ccc(OC)cc2)c2cc3cc(C)ccc3nc21	i	9	i	1%	-6%	8	3%	0.2

Following part
SMILES	Akt phos inh	DRD3 agonist	PTHR1 ag	Mm-Cpn inhibitor	EPAC2 antag	DRD3 antagonist	EPAC2 ag	CCT modulator
CCOC(=O)C1CCN(C(=S)Nc2cccc(C)c2C)CC1	i	-7	i	2%	1%	-18	1%	-0.5
Cc1cc(C)nc(Nc2ccccc2Cl)n1	i	-15	12%	2%	13%	-70*	11%	-17
C[C@H]1CN([C@@H](C)CO)C(=O)CCCn2cc(nn2)CO[C@@H]1CN(C)C(=O)CCC(F)(F)F	i	-6	-26%	.	4%	-6	11%	-1.8
CCCCSc1nc(SCC(=O)NCc2ccco2)c2c3c(sc2n1)COC(C)(CC)C3 (stereo not given)	.	-1	-4%	-1%	2%	26	10%	1.8
Cc1ccc(OC(C)C(=O)O)cc1C (stereo not given)	i	-5	-10%	0%	0%	3	-3%	-0.2
O=C(NC1CCCc2ccccc21)C1CCC(CNS(=O)(=O)c2cccc3nsnc23)CC1 (stereo not given)	i	-5	-3%	0%	4%	-22	-4%	-3.6
Cc1ccc(OCc2nnc(NC(=O)c3ccco3)s2)c(C)c1	i	-25	18%[57.5 µM]	-1%	3%	-19	2%	-0.1
Cc1nc(SCC(=O)NC(C)c2ccccc2)c2oc3ccccc3c2n1 (stereo not given)	i	-3	-29%	-1%	24%	-9	-11%	0.3
Cc1c(Br)c([N+](=O)[O-])nn1CC(=O)Nc1ccc(C(N)=O)cc1	i	1	i	1%	7%	-5	6%	-3.3
CCCCNC(=O)C1(C)CCN1C(=O)c1cc(-c2cccs2)oc1C (stereo not given)	i	-1	-64%[inhibitor]	.	-3%	-2	1%	0.1
CCSc1ccc(-c2ccco2)nn1	i	1	-16%	2%	-1%	2	13%	-2.0
CC(C)Oc1cccc(C(=O)C2CCCN(C(=O)c3ccnn3C)C2)c1 (stereo not given)	i	0	-8%	1%	-5%	-1	4%	-2.3
Cc1[nH]c2ccc(C(C)C)cc2c1CC(=O)O	i	7	i	0%	-11%	9	6%	-12
O=C(O)CCc1ccc(-c2ccc(Br)cc2)n1-c1ccc(O)cc1	i	-4	i	0%	50µM*	-28	-8%	0.3

Among those listed so far, these have a CF3 group:
SMILES	Akt phos inh	DRD3 agonist	PTHR1 ag	Mm-Cpn inhibitor	EPAC2 antag	DRD3 antagonist	EPAC2 ag	CCT modulator
O=C(CSc1ncc(C(F)(F)F)cc1Cl)N1CCN(S(=O)(=O)c2ccc3ccccc3c2)CC1	.	-1	-5%[57.5 µM]	-2%	-2%	10	8%	0.2
Cc1ccc(-n2nc(-c3ccc(OC(F)(F)F)cc3)cc2N)cc1C	i	2	-21%	2%	-17%	19	-1%	2.7
C[C@H]1CN([C@@H](C)CO)C(=O)CCCn2cc(nn2)CO[C@@H]1CN(C)C(=O)CCC(F)(F)F	i	-6	-26%	.	4%	-6	11%	-1.8

Screening data deposited in PubChem BioAssay by National Center for Advancing Translational Sciences (NCATS).
